# ADAM17 inh: inhibitors of human ADAM17; AID 720648; actives 0.83% (n = 370,000); inhibition, % at 6.95 µM; recombinant ADAM17, EDANS/DABCYL FRET peptide cleavage;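 active = inhibition above the mean of compounds lying between control limits plus 3 SD, set per campaign, cut at about 8.5% in these data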;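 note: 0% = DMSO-only wells as the low control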
# Target sequence (P78536 215-824 limits assumed): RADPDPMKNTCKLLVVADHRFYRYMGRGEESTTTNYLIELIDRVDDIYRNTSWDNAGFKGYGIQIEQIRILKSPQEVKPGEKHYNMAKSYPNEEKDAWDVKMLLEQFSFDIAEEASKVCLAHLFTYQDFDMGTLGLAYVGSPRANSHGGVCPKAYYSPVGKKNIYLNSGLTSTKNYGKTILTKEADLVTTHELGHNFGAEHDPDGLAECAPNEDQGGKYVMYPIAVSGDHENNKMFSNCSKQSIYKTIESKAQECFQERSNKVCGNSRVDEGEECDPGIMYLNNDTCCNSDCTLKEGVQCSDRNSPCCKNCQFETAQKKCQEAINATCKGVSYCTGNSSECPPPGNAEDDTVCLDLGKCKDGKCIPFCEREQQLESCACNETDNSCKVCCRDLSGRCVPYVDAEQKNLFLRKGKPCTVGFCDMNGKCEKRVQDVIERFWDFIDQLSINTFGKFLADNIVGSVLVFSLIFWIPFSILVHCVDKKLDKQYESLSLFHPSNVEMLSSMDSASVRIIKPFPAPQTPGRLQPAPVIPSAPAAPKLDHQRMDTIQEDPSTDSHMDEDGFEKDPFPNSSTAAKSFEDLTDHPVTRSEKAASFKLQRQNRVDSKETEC
# Tn7 DDE FP: inhibitors of Tn7 peptide binding to human fibrin DD(E). P02675. FP displacement of FITC-Tn7 peptide from fibrin DD(E); 0% = median of compound wells per plate. inhibition, % at 8.3 µM. actives 0.13% (n = 370,000);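 active = inhibition above the mean of compounds falling within the control limits plus 3 SD of them, cut at about 14% in these data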;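 note: 0% = plate median of compound wells and 100% = 10 µM Aha-Tn7 peptide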
#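 Test system – human fibrin DD(E) · Times – 10 min preincubation, 3 h with tracer, room temperature · Detection – fluorescence polarization of the labelled Tn7 tracer · Measure – percent inhibition normalized to high-control wells · Benchmarks – high control wells with 10 µM unlabelled Aha-Tn7 peptide (full inhibition) · Repeats – singlicate testing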
# MBD2 inh: inhibitors of human MBD2 binding to methylated oligonucleotide; Q9UBB5; TR-FRET; inhibition, % at 4.4 µM; actives 0.31% (n = 370,000); AID 686964; in the data active = inhibition above about 13%
# Tn6 DDE FP: inhibitors of Tn6 peptide binding to human fibrin DD(E). P02675. Fibrin DD(E) TRITC-Tn6 fluorescence polarization displacement. inhibition, % at 8.3 µM. actives 0.21% (n = 370,000). AID 720509;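 active = inhibition above a per-campaign cutoff: mean of compounds within control limits plus 3 SD, cut at about 15% in these data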;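 note: 0% = median of all compound wells on the plate and 100% = blocking peptide control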
# UHRF1 binding: UHRF1 methyl-DNA binding inhibition; Q96T88; UHRF1 binding to methylated oligo, TR-FRET; inhibition, % at 4.4 µM; actives 0.75% (n = 370,000); AID 687016; in the data active = inhibition above about 21%;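 note: UHRF1 SRA domain binding a hemimethylated CpG hairpin DNA probe; 0% = median of test compound wells and 100% = reference inhibitor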
# ASAP1 GAP inh: inhibitors of human ASAP1 ArfGAP activity; inhibition, % at 16.5 µM; ASAP1-stimulated ARF1 GTP hydrolysis, GDP FP detection; actives 0.19% (n = 360,000); in the data active = inhibition above about 25%;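 note: 0% = vehicle with enzyme and substrate and 100% = no enzyme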
# ARFGAP1 inhibitor: inhibitors of rat ARFGAP1 | Q62848 | Arfgap1-stimulated ARF1 GTP hydrolysis, GDP FP detection | inhibition, % at 16.5 µM | actives 0.26% (n = 360,000) | AID 651572;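 active = inhibition above a per-plate limit, mean inhibition of low control wells plus 3 SD, cut at about 25% in these data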;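 note: 0% = DMSO wells with enzyme and 100% = wells lacking Arfgap1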
# Target sequence (Q62848 1-136 limits assumed): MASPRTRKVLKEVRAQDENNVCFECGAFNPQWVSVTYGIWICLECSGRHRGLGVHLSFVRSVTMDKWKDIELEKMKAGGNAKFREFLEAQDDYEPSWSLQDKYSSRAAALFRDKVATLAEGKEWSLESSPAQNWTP
#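 system = rat Arfgap1 catalytic domain, aa 1-136 | technique = FP, GDP Alexa 633 tracer displaced from anti-GDP antibody, 620/688 nm | compound = one concentration, 16.5 µM, DMSO 1.26% | medium = HEPES-based buffer, pH 7.5 | timing = compound-enzyme preincubation 20 min, reaction 120 min, detection 60 min, 25 °C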
# proKLK7 act: proKLK7 (human) activation, primary screen. P49862. purified proKLK7, EDANS-DABCYL substrate fluorescence; 100% is mature enzyme control, 0% vehicle. activation, % at 7 µM. actives 0.9% (n = 370,000). AID 652039;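 active = activation above the mean of all tested compounds plus 3 SD, computed per campaign excluding outliers beyond control limits, cut at about 13% in these data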
# PLC-beta3 inh: blocks human PLC-beta3 enzyme activity | Q01970 | Purified PLC-beta3, fluorogenic substrate, fluorescence | inhibition, % at 12.2 µM | actives 0.18% (n = 370,000) | AID 720704; in the data active = inhibition above about 11%;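 note: 0% = median of compound wells on plate and 100% = full blocker control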
# PLCg1 inh: PLC-gamma1 (human) inhibition, primary screen; P19174; purified PLC-gamma1, fluorogenic substrate, fluorescence; inhibition, % at 12.2 µM; actives 0.84% (n = 370,000); in the data active = inhibition above about 9.5%
# * marks the source's active call; other numbers are inactive results.
molecule	ARFGAP1 inhibitor	Tn6 DDE FP	ADAM17 inh	ASAP1 GAP inh	Tn7 DDE FP	PLC-beta3 inh	PLCg1 inh	MBD2 inh	UHRF1 binding	proKLK7 act
COc1ccc(CCNC(=O)CN2C(=O)CCSc3ccccc32)c(OC)c1	5.2	6.2	-0.7	-6.8	5.0	-2.5	3.8	-5.1	-1.6	0.2
Cc1ccccc1CN1CCCC(C(=O)Nc2ccccc2Oc2cccnc2)C1 (configuration not stated)	0.9	2.5	-4.5	-13.7	-3.2	-10.5	1.5	7.2	1.1	0.3
O=C(CCC(=O)Nc1cccc2ccccc12)N/N=C/c1ccco1	-4.3	1.9	-1.6	-7.4	1.2	5.9	2.6	0.4	-5.4	-0.5
O=C(CCNC(=O)c1ccco1)NCc1ccccc1	8.2	10.0	-3.1	-5.3	6.4	-1.7	-3.2	-0.8	3.1	-0.6
CC[C@]1(c2ccccc2)C(=O)N(C(=O)OC)N1C(=O)OC	0.0	-2.9	10.4*	-0.1	-2.2	9.2	9.3	-3.3	3.2	0.6
O=C(c1ccc(Br)cc1)N1CCN(S(=O)(=O)c2ccccc2)CC1	0.4	15.5*	-23.0	-3.1	-8.7	-8.6	-4.2	1.3	-0.5	-0.8
CCOC(=O)C1CCN(C(=O)/C=C/c2ccc(OC)cc2)CC1	-1.6	3.7	-4.8	1.7	-1.6	2.6	-0.4	2.0	-0.6	-0.8
Cc1ccc(C(=O)CSc2ccc(-c3cccnc3)nn2)cc1	6.8	-2.0	-0.7	2.5	-0.8	-4.9	2.9	-4.1	-1.8	0.5
Cc1nc2nc(CSc3ccc(Cl)cc3)cc(=O)n2[nH]1	15.9	3.9	-3.3	5.6	2.7	-0.2	-2.4	3.2	4.9	-0.3
CN1C(=O)SC(Nc2cccc3ccccc23)C1=O (configuration not stated)	9.7	-3.7	-22.7	6.3	1.7	-29.8	-25.6	4.5	-2.9	74.4*
COC(=O)c1cc(-c2ccccc2)on1	1.7	-0.5	1.6	2.0	1.3	7.0	5.4	1.1	5.2	0.0
CN(C)CCCNC(=O)C(=O)Nc1ccc2c(c1)N(S(=O)(=O)c1cccs1)CCC2	10.3	-2.0	-0.4	6.6	-5.5	-5.8	-1.9	0.7	-0.3	-0.3
CCCCOCCCNC(=O)C[C@@H]1C[C@@]2(C(=O)OC)CCCCC=C2N(Cc2cccc3ccccc23)C1=O	2.4	5.8	1.7	13.8	4.4	0.7	3.6	2.1	-3.0	0.4
Cc1cc(OCC(=O)NC2CC(C)(C)NC(C)(C)C2)c2c(C)cc(=O)oc2c1	9.6	7.8	-108.2	-3.5	-0.1	-246.3	-168.9	-1.4	0.6	7.3
CCCOc1cc(C)c(S(=O)(=O)n2ccc(C)n2)cc1C	3.2	-1.1	0.5	1.6	-1.6	-1.4	-1.3	-4.5	1.1	-0.2
COc1ccc(CNC(=O)Cc2c(C(=O)O)[nH]c3ccccc23)c(OC)c1	7.5	7.6	-4.7	2.9	-5.8	-6.7	-1.0	-4.0	0.4	0.2
CC(OC(=O)C1CCN(c2ccc(C(F)(F)F)cn2)CC1)C(=O)Nc1ccc(S(N)(=O)=O)cc1 (configuration not stated)	4.9	0.2	-2.0	-0.7	2.7	-17.0	-3.0	2.2	0.4	-0.1
C=CCc1ccccc1Oc1cc(F)nc(N)n1	3.0	0.8	-5.7	16.1	2.8	-4.1	1.1	2.6	-0.3	-0.1
COc1ccccc1OCCC(=O)OCC(=O)Nc1cccc(Br)c1	4.2	-0.8	-1.3	-10.6	-4.6	3.0	1.3	4.1	11.7	0.1
CCCCC(=O)O[C@H]1CC[C@H]2[C@@H]3CCc4cc(O)ccc4[C@H]3CC[C@]12C	9.6	10.3	-6.4	0.6	-3.4	-0.9	-1.2	5.3	0.4	0.6

# Reprinted at random: 2 compounds from above, in no set order.
molecule	ARFGAP1 inhibitor	Tn6 DDE FP	ADAM17 inh	ASAP1 GAP inh	Tn7 DDE FP	PLC-beta3 inh	PLCg1 inh	MBD2 inh	UHRF1 binding	proKLK7 act
CCOC(=O)C1CCN(C(=O)/C=C/c2ccc(OC)cc2)CC1	-1.6	3.7	-4.8	1.7	-1.6	2.6	-0.4	2.0	-0.6	-0.8
O=C(c1ccc(Br)cc1)N1CCN(S(=O)(=O)c2ccccc2)CC1	0.4	15.5*	-23.0	-3.1	-8.7	-8.6	-4.2	1.3	-0.5	-0.8

# 10 of the compounds above, with values under each structure.
# Results follow in this order: ARFGAP1 inhibitor | Tn6 DDE FP | ADAM17 inh | ASAP1 GAP inh | Tn7 DDE FP | PLC-beta3 inh | PLCg1 inh | MBD2 inh | UHRF1 binding | proKLK7 act
COc1ccc(CCNC(=O)CN2C(=O)CCSc3ccccc32)c(OC)c1
 : 5.2 | 6.2 | -0.7 | -6.8 | 5.0 | -2.5 | 3.8 | -5.1 | -1.6 | 0.2
Cc1ccccc1CN1CCCC(C(=O)Nc2ccccc2Oc2cccnc2)C1 (configuration not stated)
 : 0.9 | 2.5 | -4.5 | -13.7 | -3.2 | -10.5 | 1.5 | 7.2 | 1.1 | 0.3
O=C(CCC(=O)Nc1cccc2ccccc12)N/N=C/c1ccco1
 : -4.3 | 1.9 | -1.6 | -7.4 | 1.2 | 5.9 | 2.6 | 0.4 | -5.4 | -0.5
O=C(CCNC(=O)c1ccco1)NCc1ccccc1
 : 8.2 | 10.0 | -3.1 | -5.3 | 6.4 | -1.7 | -3.2 | -0.8 | 3.1 | -0.6
CC[C@]1(c2ccccc2)C(=O)N(C(=O)OC)N1C(=O)OC
 : 0.0 | -2.9 | 10.4* | -0.1 | -2.2 | 9.2 | 9.3 | -3.3 | 3.2 | 0.6
O=C(c1ccc(Br)cc1)N1CCN(S(=O)(=O)c2ccccc2)CC1
 : 0.4 | 15.5* | -23.0 | -3.1 | -8.7 | -8.6 | -4.2 | 1.3 | -0.5 | -0.8
CCOC(=O)C1CCN(C(=O)/C=C/c2ccc(OC)cc2)CC1
 : -1.6 | 3.7 | -4.8 | 1.7 | -1.6 | 2.6 | -0.4 | 2.0 | -0.6 | -0.8
Cc1ccc(C(=O)CSc2ccc(-c3cccnc3)nn2)cc1
 : 6.8 | -2.0 | -0.7 | 2.5 | -0.8 | -4.9 | 2.9 | -4.1 | -1.8 | 0.5
Cc1nc2nc(CSc3ccc(Cl)cc3)cc(=O)n2[nH]1
 : 15.9 | 3.9 | -3.3 | 5.6 | 2.7 | -0.2 | -2.4 | 3.2 | 4.9 | -0.3
CN1C(=O)SC(Nc2cccc3ccccc23)C1=O (configuration not stated)
 : 9.7 | -3.7 | -22.7 | 6.3 | 1.7 | -29.8 | -25.6 | 4.5 | -2.9 | 74.4*

# From PubChem BioAssay
